Compound activity as filed in PubChem.
TrxR1 substrate – rat thioredoxin reductase 1 substrate activity. hit rate 0.01% among 390,000. purified TrxR1 substrate turnover, NADPH consumption readout. O89049. Potency, µM (highest dose often 114 µM), for inactives: at the top dose activity change, negative = substrate turnover; further: on the % scale 0 is the no-effect control and ±100 the full control effect; nearly all actives have a fitted effect of over 50% in size
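Rat TrxR1, dispensed at 90 nM, was prereduced with 400 uM NADPH (final) for 5 min at ~22 deg C, then incubated with compound 15 min before 400 uM selenite. A first-read NADPH fluorescence drop versus no-compound background flagged substrates.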
USP1 inh – blocks the human USP1/UAF1 deubiquitinase complex; O94782; recombinant USP1/UAF1, Ub-Rhodamine cleavage fluorescence; Potency, µM (top dose mostly 57.1 µM), for inactives: top-dose activity change, negative = inhibition, actives largely listed as inhibitors; hit rate 0.23% among 390,000; further: on the % scale 0 is the no-effect control and ±100 the full control effect; nearly all actives have a fitted effect of over 60% in size; inactives centre near -12
Target sequence (O94782 whole entry, looked up): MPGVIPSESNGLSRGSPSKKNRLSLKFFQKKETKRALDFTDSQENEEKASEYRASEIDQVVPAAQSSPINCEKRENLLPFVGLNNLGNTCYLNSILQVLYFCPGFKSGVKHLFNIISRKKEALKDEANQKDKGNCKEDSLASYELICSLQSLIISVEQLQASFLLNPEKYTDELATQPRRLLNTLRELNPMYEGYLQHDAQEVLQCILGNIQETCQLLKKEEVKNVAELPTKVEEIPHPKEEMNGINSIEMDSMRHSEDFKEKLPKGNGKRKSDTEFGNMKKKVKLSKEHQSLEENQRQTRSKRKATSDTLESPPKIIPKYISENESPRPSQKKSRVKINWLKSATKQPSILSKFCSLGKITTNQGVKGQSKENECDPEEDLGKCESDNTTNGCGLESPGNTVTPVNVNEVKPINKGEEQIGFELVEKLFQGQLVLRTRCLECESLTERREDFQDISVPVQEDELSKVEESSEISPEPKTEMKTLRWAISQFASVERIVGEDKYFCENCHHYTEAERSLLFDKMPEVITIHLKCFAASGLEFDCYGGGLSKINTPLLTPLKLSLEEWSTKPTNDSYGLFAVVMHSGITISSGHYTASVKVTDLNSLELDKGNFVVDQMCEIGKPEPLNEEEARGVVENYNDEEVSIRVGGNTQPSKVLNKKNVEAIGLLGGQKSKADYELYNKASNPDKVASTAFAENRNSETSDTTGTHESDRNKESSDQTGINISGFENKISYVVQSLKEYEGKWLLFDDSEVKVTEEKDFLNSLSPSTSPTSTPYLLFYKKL
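USP1/UAF1 complex at 1 nM was preincubated with compound for 15 min at room temperature, then Ub-Rho substrate (150nM final) was added. Fluorescence (480/540 nm) was read kinetically, 6 reads every 60 seconds.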
TrxR1 inh – blocks rat thioredoxin reductase 1; O89049; recombinant rTrxR1, NADPH fluorescence consumption, selenite substrate; Potency, µM (highest dose often 114 µM), without a hit: top-dose activity change, negative = inhibition, most hits filed as inhibitors; hit rate 1% among 390,000; further: on the % scale 0 is the no-effect control and ±100 the full control effect; nearly all actives have a fitted effect of over 65% in size
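Rat TrxR1 (90 nM in the dispensed reagent) was pre-reduced with 400 uM NADPH for 5 min at room temperature, then incubated with compound for 15 min. After 400 uM selenite was added, NADPH fluorescence (Ex 340/Em 450 nm) was followed for 8 min.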
Vif-A3G inh – blocks the Vif interaction with human APOBEC3G | AID 602310 | hit rate 0.076% among 410,000 | Potency, µM (top dose mostly 46.1 µM), without a hit: at the highest dose activity, negative = active, actives largely listed as inhibitors | HeLa A3G-eYFP + Vif (tagged APOBEC3G with the HIV-1 protein that degrades it), YFP fluorescence, overnight;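 further: on the % scale 0 is the no-effect control and ±100 the full control effect; nearly all actives have a fitted effect of over 60% in size; hits raise eYFP signal because A3G escapes Vif-driven loss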
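Read-out is eYFP fluorescence (Ex 488/Em 500-530) from Vif-expressing HeLa A3G-eYFP cells; more signal means A3G escaped Vif-mediated degradation. Cells plated overnight, compound pinned in, incubated overnight at 37 deg C.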
Vif-APOBEC3F blk – inhibitors of Vif-A3F interaction; hit rate 0.2% among 390,000; Potency, µM (top dose mostly 46.1 µM), for inactives: at the highest dose activity, negative = active; HeLa A3F-eYFP + Vif (tagged APOBEC3F with the HIV-1 protein that degrades it), YFP fluorescence increase; further: % of control where 0% means no effect; nearly all actives have a fitted effect of over 65% in size
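HeLa cells stably expressing A3F-eYFP plus Vif, plated and incubated overnight at 37 deg C, then exposed to compounds overnight at 37 deg C. Blocked degradation read as raised yellow fluorescence (Ex 488/Em 500-530).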
IDH1 R132H inh – blocks human mutant IDH1 R132H enzyme; O75874; IDH1-R132H enzyme, NADPH consumption, diaphorase/resazurin fluorescence; Potency, µM (top dose mostly 76.6 µM), without a hit: at the highest dose activity change, negative = inhibition, actives largely listed as inhibitors; hit rate 0.093% among 390,000; AID 602179; further: on the % scale 0 is the no-effect control and ±100 the full control effect; nearly all actives have a fitted effect of over 65% in size
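IDH1-R132H (0.5 ug/mL dispensed) in pH 7.5 Tris buffer was preincubated 30 min with compound, then given a substrate mix of 0.016 mM NADPH and 2 mM alpha-KG for 80 min at room temperature; remaining NADPH was read by diaphorase/resazurin fluorescence.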
RXFP1 ag – RXFP1 (human) receptor agonism; Q9HBX9; HEK293T-RXFP1 cAMP TR-FRET, 30 min; response scale: percent of porcine relaxin response, buffer zero; Potency, µM (doses to about 57.5 µM), inactives show at the highest dose activation, most hits filed as activators; hit rate 0.3% among 370,000; AID 2676; further: on the % scale 0 is the no-effect control and ±100 the full control effect; nearly all actives have a fitted effect of over 60% in size; many of its hits are not listed in these tables
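cAMP rise read by TR-FRET after 30 min, 37C compound exposure (up to 58 uM) in RXFP1-transfected HEK293 cells with Ro 20174 present. EC50 from Hill-equation fits, with 29 nM porcine relaxin as 100% and buffer as basal.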
ALOX12 inh – blocks human arachidonate 12S-lipoxygenase; P18054; hit rate 1.1% among 580,000; Potency, µM (doses to about 108 µM), without a hit: at the highest dose activity change, negative = inhibition, hits mostly inhibitors; AID 1671190; purified 12hLO, xylenol orange hydroperoxide absorbance; further: on the % scale 0 is the no-effect control and ±100 the full control effect
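Hydroperoxide product was detected by ferrous iron/xylenol orange as the 573 to 405 nm absorbance ratio. Arachidonic acid at 40 uM (final) was turned over for 30 min at room temperature by 150 nM human 12hLO, pH 7.0 Hepes buffer, after 15 min compound preincubation.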
RGS4 inhibitor – human RGS4 inhibition; Transcreener GDP fluorescence polarization, RGS4-accelerated GTP hydrolysis; Potency, µM (highest dose often 114 µM), for inactives: top-dose activity change, negative = inhibition, actives largely listed as inhibitors; hit rate 0.039% among 390,000; further: on the % scale 0 is the no-effect control and ±100 the full control effect; nearly all actives have a fitted effect of over 75% in size; some results filed as inactive show a strong effect at the top dose
Target sequence (P49798 whole entry, looked up): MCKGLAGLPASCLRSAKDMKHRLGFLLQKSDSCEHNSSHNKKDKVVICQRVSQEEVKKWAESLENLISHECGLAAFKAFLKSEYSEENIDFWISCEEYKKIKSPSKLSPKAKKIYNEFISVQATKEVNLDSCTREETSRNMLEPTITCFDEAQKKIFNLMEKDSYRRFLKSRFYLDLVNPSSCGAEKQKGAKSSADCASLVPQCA
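MLSMR compounds (23 nl, pin-transferred) preincubated 10 min at room temperature with a 500nM (2x) first reagent, then RGS4 at 900nM (2x) plus Transcreener GDP mix added; fluorescence polarization (620/688 nm) read before and after 90 min at 30 °C.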
* marks the source's active call; other numbers are inactive results; ? = inconclusive; / = not tested or not shown; & = joins results of further samples; [ ] = another dose, or the depositor's remark. The call rests on the fitted dose curve; in most records, active means well fitted curve in the direction sought with a large enough effect; inconclusive means small, poorly fitted or top-dose-only effect, or another doubt; inactive means no such curve, though single readings can be large; an effect the other way counts as inactive or inconclusive. Potency means the concentration at half of the fitted maximal effect.

Under each structure – TrxR1 substrate	USP1 inh	TrxR1 inh	Vif-A3G inh	Vif-APOBEC3F blk	IDH1 R132H inh	RXFP1 ag	ALOX12 inh	RGS4 inhibitor
> COc1ccc2nc(NC(=O)c3cccc(OCc4c(C)noc4C)c3)sc2c1
 : 202%[activator]	-14%	150%[activator]	?	9%	2%	4.5%	-3%	-10%
> Cc1ccc(NCc2ccccc2O)cc1C
 : -3%[57.1 µM]	-40%	1%[57.1 µM]	-5%	5%	14%	1.1%	-3%	23%
> COC(=O)C1C(=O)c2c(n[nH]c2C)CC1(C)C (configuration not stated)
 : 1%[57.1 µM]	-4%	20%[57.1 µM]	-1%	0%	2%	1.5%	-13%	-21%
> O=C1c2oc3ccc(Cl)cc3c(=O)c2C(c2ccco2)N1CCN1CCOCC1 (configuration not stated)
 : 10%[57.1 µM]	-20%	-3%[57.1 µM]	-2%	2%	13%	7.2%	?	-7%
> Cc1ccc(-c2cc(NC(=O)C(C)Oc3ccccc3F)on2)cc1 (configuration not stated)
 : -4%	-2%	20%	-7%	-6%	17%	-1.7%	-20%	-25%
> O=C(COC(=O)c1ccc(S(=O)(=O)NCc2ccco2)cc1)NCC1CCCCC1
 : -3%	-6%	-9%	1%	3%	12%	1.4%	?	-20%
> Cc1nc(S(=O)(=O)Nc2ccc3c(c2)OCCO3)cn1C
 : 9%[57.1 µM]	?	21%[57.1 µM]	0%	-7%	-2%	0.4%	0%	-4%
> CN(C1CCCCC1)S(=O)(=O)c1ccc(S(=O)(=O)N2CCCC2)cc1
 : 9%	7%	19%	-1%	-5%	5%	1.6%	-3%[57.4 µM]	-12%
> Cn1nc(C(F)(F)F)c(C(=O)Nc2ccc(F)cc2F)c1Sc1ccc(C(F)(F)F)cc1
 : -12%	-19%	2%	1%	-15%	0%	-0.4%	10%	-24%
> CC(C)(C)NC(=S)N/N=C/c1c(Cl)cccc1Cl
 : 1%	-7%	34%	2%	?	-1%	0.0%	0%	13%
> COc1ccc(CNCCCn2cnc3c(OCc4ccccc4)ncnc32)cc1
 : 7%	-26%	-26%	-2%	0%	-2%	/	-13%	18%
> CCc1cc2c(=O)c(-c3nc4ccccc4n3C)c(CCCC(=O)O)oc2cc1OC(=O)C(C)(C)C
 : 6%	-16%	16%[57.1 µM]	0%	11%	0%	1.3%	33%[activator]	-4%
> Cc1cccc2cn[nH]c12
 : 5%	-17%	14%	3%	0%	12%	3.1%	1%	6%
> O=C(/C=C/c1ccc(O)cc1)c1ccc(O)cc1O
 : -4%[57.1 µM]	-24%	?	-28%	-1%	-4%	0.5%	?	-23%[56.9 µM]
> CCCN1C2CCCC1CC(NC(=O)c1ccc(C(C)(C)C)cc1)C2 (configuration not stated)
 : 0%	-7%	20%	2%	-7%	-7%	0.4%	0%	-13%
> Cc1c(CNC2CCC(C)CC2)c(C(=O)O)c(C)n1Cc1ccccc1F (configuration not stated)
 : -3%	-27%	-3%	1%	-4%	-12%	0.9%	-14%	-25%
> CCCc1c(C(=O)Nc2ccc(N3CCOCC3)cc2)cnn1-c1ccccc1
 : -8%	-6%	-6%	-5%	17%	-14%	-0.9%	0%	-4%
> Cc1cccc(NC(=S)N2CCC(c3nc4ccccc4s3)CC2)c1
 : 5%[57.1 µM]	-23%	9%	0%	-5%	0%	1.2%	?	-13%
> NC(=O)COC(=O)c1ccc(-c2ccc(O)cc2)cc1
 : 1%	-18%	7%	-7%	-5%	-3%	7.5%	-4%	-9%
> O=C(COc1ccccc1)NCC(=O)N/N=C/c1ccc(Br)cc1
 : 0%	-16%	7%	-1%	-3%	9%	0.3%	-2%	-15%

Further entries:
Under each structure – TrxR1 substrate	USP1 inh	TrxR1 inh	Vif-A3G inh	Vif-APOBEC3F blk	IDH1 R132H inh	RXFP1 ag	ALOX12 inh	RGS4 inhibitor
> CCN(CC)C(=O)c1ccc(COc2ccc(Cl)c(C)c2)o1
 : -1%	-29%	6%	2%	2%	0%	-0.1%	-28%	-22%
> CC(C)(C)C(=O)Oc1cc(N)n(S(=O)(=O)c2ccccc2)n1
 : 4%[57.1 µM]	-10%	-7%[57.1 µM]	1%	6%	1%	-0.8%	-7%	-15%
> COc1ccc(CNC(=O)c2cc3sccc3n2Cc2ccc(F)cc2)cc1
 : -9%	-6%	-8%	3%	0%	12%	-1.0%	-16%	27%
> NC(=O)CC(NC(=O)Cc1ccc(Br)cc1)c1ccc(N2CCC(N3CCCC3)CC2)c([N+](=O)[O-])c1 (configuration not stated)
 : 5%[57.1 µM]	7%	-4%	-2%	3%	-7%	-1.3%	-3%	-7%
> CCc1ccccc1OCCCCN1CCCCC1
 : -10%	-5%	7%[57.1 µM]	0%	-1%	7%	-0.6%	?	38%
> Cc1cc(C)n(-c2cccc(CN3CCC(CO)(Cc4ccccc4)CC3)c2)n1
 : 1%	-13%	15%	-1%	-5%	18%	0.3%	-15%	-10%
> Cc1cccc(N2C(=O)C(O)=C(C(=O)c3cccs3)C2c2ccc(C(C)C)cc2)n1 (configuration not stated)
 : 7%[57.1 µM]	-1%	3%	0%	17%	?	?	?	-22%
> COc1ccccc1CNC(=O)COC(=O)c1cccc(S(=O)(=O)N2CCCCC2)c1
 : 5%[57.1 µM]	-2%	1%[57.1 µM]	-2%	10%	1%	2.3%	14%	33%
> COc1ccccc1-c1nc(=S)c(C(C)=O)c(C)[nH]1
 : 9%[57.1 µM]	-4%	-21%[57.1 µM]	0%	?	8%	0.5%	?	-7%
> Cc1cccc(C)c1NC(=O)CN1CCN(CC(=O)NCC2(N3CCCCC3)CCCCC2)CC1
 : -14%	-6%	-9%	-4%	-1%	-10%	1.2%	?	36%
> Oc1ccccc1C(=S)N1CCCCCC1
 : -5%	-3%	-21%	-1%	1%	-2%	1.4%	?	-30%
> CCCCCCOc1ccc(N2C(=O)CC(SCCN)C2=O)cc1 (configuration not stated)
 : -3%	-23%	1%	-5%	-21%	-17%	1.5%	-23%	-16%
> O=c1c2cc(O)c(O)cc2oc2cc(O)c(C3OC(CO)C(O)C(O)C3O)c(O)c12 (configuration not stated)
 : -10%	-25%	-9%	5%	-7%	3%	-0.1%	?	-13%
> O=C(Nc1ccc(Br)cc1)c1ccc(CSC2=NCCS2)cc1
 : -5%	-9%	-15%	-9%	-12%	3%	-5.5%	253%[activator]	-8%
> COC(=O)CSC1=C(C#N)C(c2ccc3c(c2)OCO3)C2=C(CCCC2=O)N1 (configuration not stated)
 : 5%[57.1 µM]	-9%	-13%[57.1 µM]	-2%	-13%	-2%	5.0%	/	8%
> Cn1c(=O)c(C(=O)CN2CCCc3ccccc32)c(N)n(Cc2ccccc2)c1=O
 : -10%	-10%	?	-1%	4%	-2%	-0.9%	-24%	-16%
> CN1CCc2c(c3ccccc3n2Cc2ccccc2)C1
 : 3%	-6%&-22%	10%	1%&0%	1%&3%	-10%&-6%	-0.6%	-1%&-14%	-6%&2%
> COC(=O)c1cc(NC(=O)c2cc(-c3ccc(Cl)cc3)oc2C(F)(F)F)ccc1N1CCOCC1
 : 6%[57.1 µM]	-18%	23%[57.1 µM]	4%	2%	4%	-2.5%	?	-16%
> COC(=O)c1ccccc1NC(=O)c1cc(OC)cc(OC)c1
 : 1%[57.1 µM]	-3%	2%[57.1 µM]	-1%	-1%	2%	5.8%	83%[activator]	38%
> CC(=O)N(CCP(=O)(c1ccccc1)c1ccccc1)Cc1ccco1
 : -3%[57.1 µM]	-20%	11%[57.1 µM]	2%	-1%	7%	3.9%	6%	-18%

The results go on.
Under each structure – TrxR1 substrate	USP1 inh	TrxR1 inh	Vif-A3G inh	Vif-APOBEC3F blk	IDH1 R132H inh	RXFP1 ag	ALOX12 inh	RGS4 inhibitor
> CC1CCCCN1CC(=O)NC(c1ccccc1)c1ccccc1 (configuration not stated)
 : -4%	2%	2%[57.1 µM]	2%	-8%	2%	-1.5%	-191%	1%
> CCOc1cc(CO)ccc1OCC(=O)N1CCCCC1
 : 3%	-22%	5%	-4%	-1%	4%	-0.1%	3%	19%
> O=C(Cc1ccccc1)N1CCN(C(=O)c2ccc([N+](=O)[O-])cc2)CC1
 : 5%	-13%	15%	1%	0%	5%	-0.6%	-8%	-7%
> COc1cccc(-c2cc(C(=O)NC3CCCCC3)no2)c1
 : 6%	-14%	14%	-4%	1%	1%	2.7%	-13%	3%
> O=C1NC2(CCCCCC2)Oc2ccccc21
 : 9%	-27%	23%	0%	1%	5%	0.2%	1%	-3%[11.4 µM]
> N#Cc1ccc(Oc2ccc(S(=O)(=O)N3CCOCC3)cn2)cc1
 : -6%	-16%	-5%	-1%	3%	3%	0.3%	-11%	-2%
> CCOc1ccccc1NC(=O)COC(=O)C1CC(=O)N(c2c(C)cccc2C)C1 (configuration not stated)
 : 4%[57.1 µM]	-14%	4%[57.1 µM]	0%	?	1%	1.3%	-10%	-7%
> C/C(=N\OCC(=O)N/N=C/c1ccccc1)c1cccs1
 : 5%[57.1 µM]	-5%	0%	-5%	-15%	3%	0.5%	21%	27%
> Cc1cccc(NC(=O)C2CCCN(S(=O)(=O)c3ccc4c(c3)oc(=O)n4C)C2)c1C (configuration not stated)
 : -2%	?	9%	-2%	-5%	-3%	2.2%	-26%	-14%

An excerpt from above, reduced to Vif-A3G inh and TrxR1 substrate:
| molecule | Vif-A3G inh | TrxR1 substrate |
| --- | --- | --- |
| O=C1NC2(CCCCCC2)Oc2ccccc21 | 0% | 9% |
| N#Cc1ccc(Oc2ccc(S(=O)(=O)N3CCOCC3)cn2)cc1 | -1% | -6% |

Some of the compounds tested; rates above refer to the full screens.
